High-throughput results as filed in PubChem BioAssay.
CHT block – inhibitors of human choline transporter CHT; B-score at 10 µM; actives 0.86% (n = 310,000); CHT-expressing cells, membrane potential dye, choline response; active compounds read low; AID 488975; Q9GZV3;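 active = B-score over 3 SD under the library average, and starting fluorescence ratio not unusually high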;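 note: choline stimulus applied at its EC90 after an EC20 pre-addition; B-score computed on integrated fluorescence ratio after choline addition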
Target sequence (Q9GZV3 whole entry, looked up): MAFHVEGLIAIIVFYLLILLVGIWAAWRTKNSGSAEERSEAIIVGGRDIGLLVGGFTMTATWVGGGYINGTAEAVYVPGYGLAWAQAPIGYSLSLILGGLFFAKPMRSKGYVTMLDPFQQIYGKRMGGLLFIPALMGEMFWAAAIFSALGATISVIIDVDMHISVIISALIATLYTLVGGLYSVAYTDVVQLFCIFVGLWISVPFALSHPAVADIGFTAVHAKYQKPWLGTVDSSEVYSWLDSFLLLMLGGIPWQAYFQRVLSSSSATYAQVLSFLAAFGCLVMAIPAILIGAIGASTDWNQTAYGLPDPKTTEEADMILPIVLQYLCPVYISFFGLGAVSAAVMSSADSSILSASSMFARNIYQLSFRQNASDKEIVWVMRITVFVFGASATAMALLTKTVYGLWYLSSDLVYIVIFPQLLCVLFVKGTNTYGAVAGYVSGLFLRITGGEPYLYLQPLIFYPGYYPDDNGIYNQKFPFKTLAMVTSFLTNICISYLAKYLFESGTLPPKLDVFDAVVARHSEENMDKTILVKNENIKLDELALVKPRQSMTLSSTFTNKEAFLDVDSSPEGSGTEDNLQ
CHT allo act – human CHT allosteric activation | actives 0.49% (n = 310,000) | AID 488977 | Q9GZV3 | CHT-expressing cells, membrane potential dye, choline EC20; active compounds read high; LV-AA mutant CHT in HEK293 cells | B-score at 10 µM;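 active = initial fluorescence not abnormally high and integrated response B-score, plate-corrected, over 3 SD above library mean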
Active calls of the source: *; i = inactive.

Under each structure – CHT block | CHT allo act
1	CCC1CCCCN1CCCNC(=O)CCC(=O)N1CCOc2ccccc21 (configuration not stated)
    i | i
2	CC(C)c1nc(SCC(=O)Nc2ccc(N(C)C)cc2)c2ccccc2n1
    i | i
3	CC(=O)c1ccc(NC(=O)c2ccc(COc3ccccc3[N+](=O)[O-])o2)cc1
    i | i
4	Cc1cc(NC(=O)CSc2nc3c(cc2C#N)CCC3)no1
    i | i
5	CCN(CC)Cc1cc(CCNC(=O)c2ccc(Cl)cc2)ccc1O
    i | i
6	CCCC(=O)Nc1cc(Cl)ccc1C
    i | i
7	CCCN1CCC(NC(=O)CCc2nnc(-c3ccccc3)o2)CC1
    i | i
8	COc1ccccc1NC(=O)CSc1nnnn1-c1ccc(C(=O)O)cc1
    i | i
9	CCCCn1ccc(=O)c2c(C(F)(F)F)nccc21
    i | i
10	COCCn1cc(C(=S)N2CCOCC2)c2ccccc21
    i | i
11	N/C(=N\OC(=O)c1cccc(Cn2cc(C(F)(F)F)ccc2=O)c1)c1ccc(Cl)cc1
    i | i
12	NC(=S)C(c1ccccc1)c1ncc(C(F)(F)F)cc1Cl (configuration not stated)
    i | i
13	CCn1cc(C(=O)NCCCOC)c(=O)c2cc(S(=O)(=O)N3CCC(C)CC3)ccc21
    i | i
14	COc1cc(NC(=O)CSc2nccc(C)n2)c(C(=O)O)cc1OC
    i | i
15	CCCCOc1ccc(NC(=O)CCSc2nccn2C)cc1
    i | i
16	CCC(c1nnc(SCC(=O)Nc2ccc(C(N)=O)cc2)n1Cc1ccccc1)N(C)C (configuration not stated)
    i | i
17	O=C(Nc1ccc(Cl)cc1)Nc1ccc(N2CCC(C(F)(F)F)CC2)nc1
    -6.1* | i
18	O=C(OCCN1CCCC1=O)c1cc(F)c(F)c(F)c1F
    i | i
19	CCOC(=O)c1cn(Cc2cccc(Cl)c2)nn1
    i | i
20	CCOc1ccccc1Nc1nc(N)nc(CN2CCCCC2C)n1 (configuration not stated)
    i | i
21	COc1ccc(NS(=O)(=O)c2ccc(NC(=O)c3ccccc3Br)cc2)nn1
    -8.5* | i
22	CCOC(=O)N1CCN(S(=O)(=O)c2ccc(C(=O)Nc3ccc(F)cc3F)cc2)CC1
    i | i
23	Cc1cc(/C=N/NC(N)=S)c(C)n1-c1ccc(Br)cc1
    i | i
24	CCCC/C=C/C(NC(=O)c1ccc(-c2ccccc2)cc1)c1ccccc1 (configuration not stated)
    i | i
25	Cc1ccc(S(=O)(=O)NNC(=O)c2ccncc2)cc1[N+](=O)[O-]
    i | i
26	O=C(c1ccc2c(c1)OCO2)N1CCC2(CC1)Oc1ccc(F)cc1C(=O)C21CC(c2cccnc2)=NO1 (configuration not stated)
    i | i
27	CCn1c(=O)c2sccc2n(CC(=O)NCCC2=CCCCC2)c1=O
    i | i
28	OCCNCC(O)Cn1ccc2ccccc21 (configuration not stated)
    i | i
29	COc1ccc(C(=O)/C=C/c2ccc(OC(=O)c3cc(OC)c(OC)c(OC)c3)cc2)cc1
    i | i
30	Cc1cccc(OCC(O)Cn2c(NCc3cccnc3)nc3c2c(=O)[nH]c(=O)n3C)c1 (configuration not stated)
    i | i
31	O=C(NCCOc1ccccc1)C1CCC(=O)N(Cc2ccc(Cl)cc2)C1 (configuration not stated)
    i | i
32	O=C(COc1ccc2ccccc2c1Br)Nn1cnnc1
    i | i
33	CC1CCCC(NC(=O)C2CCN(S(=O)(=O)N3CCCCCC3)CC2)C1C (configuration not stated)
    i | i
34	Clc1ccc(-c2nnc3n2-c2ccccc2SC3)cc1
    i | i
35	CCCn1c(=O)c2ccccc2n2c(SCCOc3ccccc3)nnc12
    -6.2* | i
36	CCCCNC1=NCCS1
    i | i
37	CCOC(=O)N1CCC(C(=O)Nc2ccc(OCC)cc2)CC1
    i | i
38	O=C(O)CSCc1cnn(-c2ccccc2)c1-n1cccc1
    i | i
39	Cc1oncc1C(=O)NC(C)C
    i | i
40	O=C(NCCS(=O)(=O)N1CCN(c2cccc(Cl)c2)CC1)C1CCCC1
    i | i
41	Fc1ccc(CN2CCN(c3ncnc4scc(-c5ccc(F)cc5)c34)CC2)cc1
    i | i
42	CCS(=O)(=O)N1CCC(C(=O)Nc2cc(C)ccc2O)CC1
    i | i
43	COC(=O)C1=C(CSc2nc3c(cc2C#N)CN(C)CC3)OC(N)=C(C#N)C1c1ccc(F)cc1 (configuration not stated)
    i | i
44	COc1cccc(NC(=O)C2CCCN(S(C)(=O)=O)C2)c1 (configuration not stated)
    i | i
45	CCOC(=O)c1[nH]cnc1C(=O)Nc1ccc([N+](=O)[O-])cc1
    i | i
46	Oc1ccc[n+](CC(O)c2ccccc2)c1 (configuration not stated)
    i | i
47	CC(NC(=O)CN(C)S(=O)(=O)c1ccc(Br)s1)c1ccccc1 (configuration not stated)
    i | i
48	COCc1cc(=O)[nH]c(SCC(=O)Nc2ccccc2)n1
    i | i
49	Cc1ccc(Cl)cc1NS(=O)(=O)c1c(C)[nH]c(=O)[nH]c1=O
    i | i
50	Cc1cc([N+](=O)[O-])cc2c1NC(=O)C2(O)N1CCCC(C)C1 (configuration not stated)
    i | i
51	CC1CCCCN1C/C=C/c1ccccc1[N+](=O)[O-] (configuration not stated)
    i | i
52	COc1cccc(NC(=O)Nc2cccn(Cc3ccc(C)cc3)c2=O)c1
    i | i
53	CN(C)CCCN(C(=O)c1ccc(S(=O)(=O)N(C)C)cc1)c1nc2cc3c(cc2s1)OCO3
    i | i
54	CCOc1cc(CNCc2cc(OC)cc(OC)c2)ccc1OC
    i | i
55	O=C(CCc1ccccc1)NNC(=S)NC(=O)c1ccc(Cl)cc1
    -5.7* | i
56	COC(CNC(=O)Cn1nc(Cc2ccncc2)c2ccccc2c1=O)OC
    i | i
57	C=CCN1C(=NC(=O)CCC)SC2CS(=O)(=O)CC21 (configuration not stated)
    i | i
58	O=C1NN(c2ccccc2)C(=O)/C1=C\c1ccc2c(c1)OCO2
    i | i
59	OC(CSc1ccc(F)cc1)CN1CCN(c2ccccc2)CC1 (configuration not stated)
    i | i
60	Cc1nc2c(-c3ccc(F)cc3)c(C)nn2c(C)c1CCC(=O)N1CCN(c2ccccn2)CC1
    i | i

New compounds follow:
Under each structure – CHT block | CHT allo act
61	COc1cc(NS(=O)(=O)c2ccc(NC(=S)NC(=O)c3ccc(F)c(F)c3)cc2)nc(OC)n1
    i | i
62	O=C(CN(C(=O)CSc1nc2ccccc2o1)c1cccc(F)c1)NC1CCCCC1
    i | i
63	Cc1ccc(-n2c(SCC(=O)NCc3cccs3)nnc2-c2ccoc2C)cc1
    i | i
64	COc1cc(CNc2ccc3c(c2)CCC3)cc(OC)c1O
    i | i
65	COC(=O)Nc1c(-c2ccccc2)nc2ccc(C)cn12
    i | i
66	CC(C)(C)c1ccc(-c2nc3cc(N)ccc3o2)cc1
    i | i
67	CON(C)S(=O)(=O)c1ccc2c(c1)NC(=O)C1CCCN21 (configuration not stated)
    i | i
68	C#CCOCCOCCOCCNc1nc(N2CCN(C(=O)[C@H](CCC(=O)O)n3cc(C(N)CO)nn3)CC2)nc(N2CCN(C(=O)[C@H](Cc3ccc(O)cc3)n3cc(C(N)[C@H](C)CC)nn3)CC2)n1 (some centres not stated)
    i | i
69	Cc1onc(-c2ccccc2)c1C(=O)NCCc1ccc(S(N)(=O)=O)cc1
    i | i
70	O=c1[nH]c(SCc2ccccc2F)nc2ccccc12
    i | i
71	Cc1cc(NC(=O)COC(=O)COc2ccc(Cl)cc2C)c([N+](=O)[O-])cc1C
    i | i
72	CCNC(=O)COC(=O)C1CCN(S(=O)(=O)c2ccc3c(c2)OCCO3)CC1
    i | i
73	NC(N)=NC1=NC(=O)C(Cc2ccccc2)S1 (configuration not stated)
    i | i
74	C=CCNC(=O)c1sc(SC)cc1-c1ccc(Cl)cc1
    i | i
75	Cc1ccnc(NC(=O)CCS(=O)(=O)c2ccccc2)c1
    i | i
76	Cc1ccc(NC(=O)C(=O)Nc2ccc(C)cn2)nc1
    i | i
77	O=C(CSc1nnc(NCc2ccccc2)s1)N1CCOCC1
    i | i
78	CC(C)Cn1c(SC(C)C(=O)Nc2ccc(N3CCOCC3)cc2)nc2ccccc21 (configuration not stated)
    i | i
79	O=C(NCCc1cccc(Cl)c1)c1cccnc1
    i | i
80	Cc1ccc(C(=O)OCC(=O)NN2C(=O)NC3(CCC(C)CC3)C2=O)cc1 (configuration not stated)
    i | i

Five of these compounds in another layout.
no.	Compound	CHT block	CHT allo act
61	COc1cc(NS(=O)(=O)c2ccc(NC(=S)NC(=O)c3ccc(F)c(F)c3)cc2)nc(OC)n1	i	i
77	O=C(CSc1nnc(NCc2ccccc2)s1)N1CCOCC1	i	i
67	CON(C)S(=O)(=O)c1ccc2c(c1)NC(=O)C1CCCN21 (configuration not stated)	i	i
65	COC(=O)Nc1c(-c2ccccc2)nc2ccc(C)cn12	i	i
80	Cc1ccc(C(=O)OCC(=O)NN2C(=O)NC3(CCC(C)CC3)C2=O)cc1 (configuration not stated)	i	i

Shown as a hit in CHT block, among the entries above:
item | smiles | CHT block
17 | O=C(Nc1ccc(Cl)cc1)Nc1ccc(N2CCC(C(F)(F)F)CC2)nc1 | -6.1*
21 | COc1ccc(NS(=O)(=O)c2ccc(NC(=O)c3ccccc3Br)cc2)nn1 | -8.5*
35 | CCCn1c(=O)c2ccccc2n2c(SCCOc3ccccc3)nnc12 | -6.2*
55 | O=C(CCc1ccccc1)NNC(=S)NC(=O)c1ccc(Cl)cc1 | -5.7*

The list continues:
Under each structure – CHT block | CHT allo act
81	CC1CCN(Cc2c(C(=O)N/N=C/c3cc(Br)ccc3O)nnn2-c2nonc2N)CC1
    i | i
82	Cc1cc(N2CCN(c3nc(-c4ccccc4)cs3)CC2)c2ccccc2n1
    i | i
83	O=C(Nc1cccc([N+](=O)[O-])c1)c1ccc2c(c1)OCO2
    i | i
84	CCOC(=O)N1CCN(C(=O)Cc2cccc3ccccc23)CC1
    i | i
85	Cc1ccc(C(=O)Nc2ccc(Cl)cc2C)c(Cl)c1
    i | i
86	CN(C)/C=C/C(=O)c1ccc(Cl)cc1Cl
    i | i
87	COc1ccc(OC)c(C2CC(=O)N3CN(c4cccc(Cl)c4C)CSC3=C2C#N)c1 (configuration not stated)
    i | i
88	O=C(Nc1cccc2ccccc12)/C(=C/c1ccc([N+](=O)[O-])cc1)NC(=O)c1ccccc1
    i | i
89	O=C(O)CCCCCCC1C(=O)NC(=O)N1CCC(O)C1CCCCC1 (configuration not stated)
    i | i
90	N#Cc1ccc(CN2CCN(C(=O)CC(NC(=O)c3ccccc3)c3ccccc3)CC2)cc1 (configuration not stated)
    i | i
91	Cc1ccc(NC(=O)COC(=O)c2sccc2C)cc1S(=O)(=O)N1CCOCC1
    i | i
92	CS(=O)(=O)c1ccccc1C(=O)Nc1ccccc1Cc1ccccc1
    i | i
93	Cc1cc2nc(N)sc2cc1C
    i | i
94	Cc1cc(C)cc(OCc2nc(-c3cccnc3)no2)c1
    i | i
95	Cc1ccc(-c2cc(C(F)F)n3ncc(C(=O)Nc4c(C)nn(Cc5c(Cl)cccc5Cl)c4C)c3n2)cc1
    i | i
96	CCOc1ccc(Cl)cc1C(c1c(C)[nH][nH]c1=O)c1c(C)[nH][nH]c1=O
    i | i
97	Nc1ccc(Br)cc1C(=O)O
    i | i
98	CC(=O)N1CCN(c2ccc(NC(=O)c3ccco3)cc2)CC1
    i | i
99	CCOC(=O)c1c(C)[nH]c2c1cc(O)c1ccccc12
    i | i
100	CSCC(=O)N1CCC(n2nccc2NC(=O)CCCc2ccccc2)CC1
    i | i
101	Cc1ccc2[nH]c(=O)c(CN(CC3CCCO3)S(=O)(=O)c3c(C)ccc4nsnc34)cc2c1 (configuration not stated)
    i | i
102	Cc1ccc(C)c(S(=O)(=O)N2C(=S)NC(=O)C2CC(C)C)c1 (configuration not stated)
    i | i
103	CCOc1ccc(-c2ccc(SCC(=O)N3CCOCC3)nn2)cc1
    i | i
104	O=C(NNC(=S)NC(=O)c1cccnc1)c1ccc(Cl)cc1
    i | i
105	Cc1ccc(C2CC(=O)N3CN(c4ccc(Br)cc4)CSC3=C2C#N)o1 (configuration not stated)
    i | i
106	CCOc1ccc(N(CC(=O)NC2CCCC(C)C2C)S(=O)(=O)c2c(C)noc2C)cc1 (configuration not stated)
    i | i
107	COc1ccccc1C(=O)N1CCN(S(=O)(=O)Cc2ccccc2)CC1
    i | i
108	CCCCC(=O)N/N=C(\C)CC(=O)Nc1cc(Cl)ccc1OC
    i | i
109	N#Cc1c2n(c3c(=O)n(CC(=O)c4ccc([N+](=O)[O-])cc4)cnc13)CCCCC2
    i | i
110	CCN(CC)c1ccc(N=Nc2ncn[nH]2)cc1
    i | i
111	Cc1ccc(S(=O)(=O)N2CCCCC2)cc1C(=O)N1CCN(c2ccccn2)CC1
    i | i
112	O=C(C1CCN(CC2CC=CCC2)CC1)N(CCc1ccccc1)Cc1ccccc1 (configuration not stated)
    i | i
113	O=C(NCC1CCNCC1)c1ccncc1
    i | i
114	COc1ccc(-c2nc(CS(=O)CC(=O)NCCCN3CCOCC3)c(C)o2)cc1OC (configuration not stated)
    i | i
115	COc1ccc(C)cc1S(=O)(=O)Nc1ccc2c(c1)OCCO2
    i | i
116	COc1ccc(C)cc1-n1nnnc1SCc1cc(=O)n2cc(C)ccc2n1
    i | i
117	Cc1cc2c(c(=O)o1)C(CC(C)C)C(C#N)=C(N)O2 (configuration not stated)
    i | i
118	CCOc1cc(OCC)cc(C(=O)NCc2ccco2)c1
    i | i
119	O=C(CN1CCOc2ccccc21)N1CCC(Cc2ccccc2)CC1
    i | i
120	CC(C)CNC(=O)c1ccccc1NC(=O)CN(c1ccc2c(c1)OCCO2)S(C)(=O)=O
    i | i
121	COCCn1c(C)cc(/C=C(\C#N)C(=O)OCC(=O)N(C)c2c(N)n(Cc3ccccc3)c(=O)[nH]c2=O)c1C
    i | i
122	CCN1CCN(CCNC(=O)c2ccc(/C=C3/Sc4ccccc4N(Cc4cccc(C)c4)C3=O)cc2)CC1
    i | i
123	CCOC(=O)N1CCC(N(C(=O)Nc2cccc(OC)c2)C(C)CC)CC1 (configuration not stated)
    i | i
124	COc1ccc(C(=O)Oc2cccc(/C=N/NC(N)=S)c2)cc1
    i | i
